Screens: PubChem, National Center for Advancing Translational Sciences (NCATS)
Tau fluor cs = Counterscreen qHTS for Inhibitors of Tau Fibril Formation, Fluorescence Polarization. hit rate 0.93% among 280,000. tau K18 P301L Alexa594 fluorescence, heparin fibrillization. Potency, µM (top dose mostly 57.7 µM), for the others: at the top dose activity change, negative = decrease; note: % is set by controls: 0 for no effect and ±100 for the full control effect; nearly all actives have a fitted effect of over 55% in size
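Human K18 P301L tau (15 uM unlabeled plus 0.24 uM Alexa 594-labeled, final) in 100 mM sodium acetate pH 7 was mixed with compound and 20 uM heparin and incubated 6 hr at 37 C.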
aGal spleen mod = qHTS Assay for Inhibitors and Activators of Human alpha-Galactosidase From Spleen Homogenate; Alpha-galactosidase A (Homo sapiens), P06280; human spleen homogenate, 4MU-alpha-Gal fluorescence, 40 min; Potency, µM (top dose mostly 80 µM), without a hit: top-dose activity change, negative = inhibition, usual class: inhibitors; hit rate 0.008% among 240,000;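 note: 0% = enzyme with vehicle and -100% = no enzyme basal signal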
Target sequence (P06280 32-429 limits assumed): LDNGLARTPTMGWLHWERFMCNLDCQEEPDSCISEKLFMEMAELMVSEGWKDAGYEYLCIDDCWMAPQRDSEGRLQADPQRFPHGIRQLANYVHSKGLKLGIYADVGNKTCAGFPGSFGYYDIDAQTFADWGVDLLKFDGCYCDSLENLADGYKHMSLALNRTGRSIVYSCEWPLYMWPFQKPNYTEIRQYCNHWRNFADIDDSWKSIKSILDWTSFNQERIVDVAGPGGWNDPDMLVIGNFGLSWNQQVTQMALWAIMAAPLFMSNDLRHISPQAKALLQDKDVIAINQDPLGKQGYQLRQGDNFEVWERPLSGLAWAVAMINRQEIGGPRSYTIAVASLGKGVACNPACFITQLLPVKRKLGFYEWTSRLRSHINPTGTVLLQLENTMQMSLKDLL
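Human spleen homogenate (1 ug) as enzyme source, 4-methylumbelliferyl-alpha-D-galactopyranoside 1 mM final, citrate/phosphate pH 5.0 with 0.01% Tween-20. Compounds 40 min at 37C, NaOH/glycine stop; fluorescence Ex 365/Em 440, Hill-fit AC50.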
Tau FP inhib = qHTS for Inhibitors of Tau Fibril Formation, Fluorescence Polarization; Microtubule-associated protein tau (Homo sapiens), P10636; Potency, µM (titrated, usually from 57.7 µM), without a hit: at the top dose activity, negative = inhibition, most hits filed as inhibitors; K18 P301L tau heparin fibrillization, Alexa594 FP, 6 h; hit rate 0.39% among 280,000; note: % is set by controls: 0 for no effect and ±100 for the full control effect; nearly all actives have a fitted effect of over 55% in size
Target sequence (P10636 561-689 P618L limits assumed): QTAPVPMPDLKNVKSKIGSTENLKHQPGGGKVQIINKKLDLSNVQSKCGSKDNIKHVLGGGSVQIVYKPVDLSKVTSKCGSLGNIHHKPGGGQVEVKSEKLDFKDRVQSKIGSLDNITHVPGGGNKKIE
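Compound effects on tau fibrillization are measured by Alexa 594 fluorescence polarization (ex 555, em 632 nm). K18 P301L tau is used at 15 uM with 0.24 uM labeled tracer, and 20 uM heparin induces aggregation over 6 hr at 37 C.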
HTT ATP protect = qHTS Multiplex Assay to Identify Dual Action Probes in a Cell Model of Huntington: Cytoprotection (ATP) | PC12 HTT-Q103 induced, cytoprotection, ATP luminescence, 40 h | Potency, µM (top dose mostly 56.4 µM), without a hit: cytoprotection (ATP increase), usual class: activators | hit rate 0.14% among 230,000 | AID 1471, 2008;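 note: % of control where 0% means no effect; nearly all actives have a fitted effect of over 45% in size; toxic huntingtin expression switched on by the ecdysone agonist tebufenozide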
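Stable PC12 Q103-GFP cells in serum-supplemented, phenol red-free DMEM; induction by tebufenozide at 100 nM final; compound dose series; cell viability quantified luminescently from ATP.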
Tau ThT inhib = qHTS for Inhibitors of Tau Fibril Formation, Thioflavin T Binding; Microtubule-associated protein tau (Homo sapiens), P10636; recombinant tau K18 P301L (four-repeat tau fragment), heparin-induced fibrillization, ThT fluorescence; Potency, µM (doses to about 57.4 µM), for inactives: top-dose activity, negative = inhibition, usual class: inhibitors; hit rate 2.1% among 270,000; AID 1460, 2008; note: % is set by controls: 0 for no effect and ±100 for the full control effect; nearly all actives have a fitted effect of over 55% in size
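Heparin-induced (20 uM) aggregation of recombinant human K18 P301L tau, 15 uM unlabeled with 0.24 uM labeled, pH 7 acetate buffer, 6 hr at 37 C with compound. Fibrils quantified by 30 uM ThT fluorescence after 1 hr ambient incubation.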
GAA inh = qHTS Assay for Inhibitors of Human alpha-Glucosidase as a Potential Chaperone Treatment of Pompe Disease | Lysosomal alpha-glucosidase (Homo sapiens), P10253 | purified human GAA, 4-MU-alpha-glucoside fluorescence | Potency, µM (titrated, usually from 76.9 µM), inactives show at the highest dose activity change, negative = inhibition, most hits filed as inhibitors | AID 1466, 2008 | hit rate 0.005% among 200,000;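 note: plate controls were uninhibited enzyme wells for no effect and no-enzyme background for full effect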
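Human alpha-glucosidase, 4 nM, pre-mixed with test compounds before 400 uM 4-methylumbelliferyl substrate; 20 min room temperature at pH 5.0. Fluorescence read after pH 10 stop; AC50 values from Hill-equation fits.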
GAA spleen mod = qHTS Assay for Inhibitors and Activators of Human alpha-Glucosidase From Spleen Homogenate. Lysosomal alpha-glucosidase (Homo sapiens), P10253. human spleen homogenate, 4-MU-alpha-glucoside fluorescence. Potency, µM (doses to about 79.9 µM), without a hit: at the highest dose activity change, negative = inhibition, actives largely listed as inhibitors. hit rate 0.006% among 240,000. AID 2112, 2009;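 note: 0% = enzyme with vehicle and -100% = no enzyme basal signal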
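Human spleen homogenate (1 ug) incubated with compounds and 1 mM 4-methylumbelliferyl-alpha-D-glucopyranoside in pH 5.0 citrate/phosphate buffer, 37 C, 40 min. Stopped at pH 10; 4-MU fluorescence (Ex 365/Em 440 nm); AC50 by Hill fit.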
GAA glycogen mod = qHTS Assay for Inhibitors and Activators of Human alpha-Glucosidase Cleavage of Glycogen; hit rate 0.38% among 300,000; Potency, µM (highest dose often 76.4 µM), without a hit: at the highest dose activity change, negative = inhibition, actives largely listed as inhibitors; AID 2100, 2009; recombinant GAA, glycogen substrate, Amplex Red glucose oxidase fluorescence;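 note: 0% = full enzyme reaction and -100% = no-enzyme basal signal; the screen sought inhibitors and activators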
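Natural-substrate format: glycogen cleavage by 4 nM human enzyme, glucose read by Amplex Red coupling (Ex 573, Em 610 nm). Normalized to enzyme and no-enzyme controls.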
* hit, by the source's call; ? = inconclusive; . = no result given; & = joins results of further samples; [ ] = remark or other dose. Calls come from the whole dose curve; as a rule, active = well fitted curve in the direction sought with a large enough effect; inconclusive = small, poorly fitted or top-dose-only effect, or another doubt; inactive = no such curve, though single readings can be large; an effect the other way counts as inactive or inconclusive. Potency is the fitted concentration of half-maximal effect.

Values run as follows: Tau fluor cs | aGal spleen mod | Tau FP inhib | HTT ATP protect | Tau ThT inhib | GAA inh | GAA spleen mod | GAA glycogen mod
- COC(=O)CN(C#N)c1nc(SC)nc(N(C)C)n1
→ -4% | 5% | -2% | -11% | -4% | 4% | -7% | -5%
- COc1cc2c(cc1OC)C(COc1ccc3c(C)cc(=O)oc3c1)N(C(=O)c1ccccc1F)CC2 (stereo not drawn)
→ -5% | . | 2% | . | -5% | . | . | 2%[76.3 µM]
- Cn1nc(-c2ccc(OCC(=O)Nc3ccc(Cl)cc3)cc2)c2ccccc2c1=O
→ -27% | . | ? | . | 8% | . | . | -6%[76.3 µM]
- Cc1ccc(CCNC(=O)CCSCc2ccc(Cl)cc2)cc1
→ -12%&-7% | 7% | -7%&-2% | 2%[10 µM] | 1%&-4% | -5% | -2% | -2%
- Cc1ccc(-c2cc(C(F)(F)F)n3nc(C(=O)Nc4ccc(Cl)c(C(F)(F)F)c4)cc3n2)cc1
→ -6% | . | -6% | . | -6% | . | . | 12%[76.3 µM]
- CCOc1ccc(NCc2cc3c(C(C)(C)C)nn(-c4ccccc4)c3[nH]c2=O)cc1
→ ? | 8% | 2% | -43%[inhibitor] | ? | -14% | -4% | ?
- Cc1ccc(S(=O)(=O)c2cnc(SCC(=O)Nc3ccc4c(c3)OCCO4)[nH]c2=O)cc1C
→ -11% | . | 5% | . | -8% | . | . | 4%[76.3 µM]
- CCOC(=O)CCn1c2nc(C)cc(C)c2c(=O)n1-c1ccccc1
→ -4% | 4% | ? | -2% | -18% | -2% | 11% | 5%
- CCCCNC(=O)c1ccccc1NC(=O)CCSc1ccccc1
→ ? | 4% | -11% | -2%[10 µM] | -15% | 7% | 3% | -9%
- CC(C)n1c(=O)c2oc3ccccc3c2n(CC(=O)Nc2ccccc2Cl)c1=O
→ 6% | . | -7% | . | 16% | . | . | 4%[76.3 µM]
- N#CC(C#N)=C1CCc2ccccc2N1
→ -9% | -9% | 2% | 4%[10 µM] | -9% | 1% | -7% | -10%
- CC1CCN(CCOCCOc2ccccc2-c2ccccc2)CC1
→ -4% | -12% | 2% | 14%[10 µM] | -4% | -2% | -8% | 9%
- CSCc1ccc(C(=O)Nc2cc(C)cc(C)c2)cc1
→ -15% | -21% | 1% | -24%[10 µM] | -10% | -6% | -14% | -12%
- Cc1ccccc1CNC(=O)Cn1c(=O)c2cccn2c2cccnc21
→ 3% | . | 3% | . | 3% | . | . | -3%[76.3 µM]
- CSc1ccc(NC(=O)Nc2cccn(Cc3ccccc3)c2=O)cc1
→ -2%[2.34 µM] | 2% | 8% | 12%[10 µM] | ? | -18% | -5% | -17%
- Cc1cc(C(=O)OCC(=O)Nc2ccc(S(N)(=O)=O)cc2)c2ccccc2n1
→ 0% | 1% | -1% | 21%[10 µM] | -16% | -11% | 3% | -1%
- Cc1ccccc1N/C(SCc1cccc(Br)c1)=C(/C#N)C(N)=O
→ -4% | 2% | 1% | -11%[10 µM] | 8% | 4% | -8% | 13%
- Nc1ncc(N=Nc2cc(C(=O)O)ccc2Cl)s1
→ -28% | 13% | ? | 11%[10 µM] | 14µM* | . | -11% | -20%
- CCOc1ccc(C2CC(c3ccc(F)cc3)Nc3nc(N)nn32)cc1 (stereo not drawn)
→ -8% | 3% | 0% | 4% | -5% | 4% | -3% | 0%
- CCOCCCN(C(=O)CNC(=O)c1ccco1)C(C(=O)NC1CCCC1)c1ccccc1C (stereo not drawn)
→ -4% | -9% | -8% | 14% | -2% | 0% | -1% | 3%

Some of the entries so far, tab-delimited.
mol	Tau fluor cs	aGal spleen mod	Tau FP inhib	HTT ATP protect	Tau ThT inhib	GAA inh	GAA spleen mod	GAA glycogen mod
N#CC(C#N)=C1CCc2ccccc2N1	-9%	-9%	2%	4%[10 µM]	-9%	1%	-7%	-10%
CC1CCN(CCOCCOc2ccccc2-c2ccccc2)CC1	-4%	-12%	2%	14%[10 µM]	-4%	-2%	-8%	9%
CSCc1ccc(C(=O)Nc2cc(C)cc(C)c2)cc1	-15%	-21%	1%	-24%[10 µM]	-10%	-6%	-14%	-12%
Cc1ccccc1CNC(=O)Cn1c(=O)c2cccn2c2cccnc21	3%	.	3%	.	3%	.	.	-3%[76.3 µM]
CSc1ccc(NC(=O)Nc2cccn(Cc3ccccc3)c2=O)cc1	-2%[2.34 µM]	2%	8%	12%[10 µM]	?	-18%	-5%	-17%
Cc1cc(C(=O)OCC(=O)Nc2ccc(S(N)(=O)=O)cc2)c2ccccc2n1	0%	1%	-1%	21%[10 µM]	-16%	-11%	3%	-1%
Cc1ccccc1N/C(SCc1cccc(Br)c1)=C(/C#N)C(N)=O	-4%	2%	1%	-11%[10 µM]	8%	4%	-8%	13%

The list continues:
Values run as follows: Tau fluor cs | aGal spleen mod | Tau FP inhib | HTT ATP protect | Tau ThT inhib | GAA inh | GAA spleen mod | GAA glycogen mod
- COc1ccc(OC)c(NC(=O)CSc2ncccc2C(=O)O)c1
→ -1% | 5% | 0% | 13%[10 µM] | -2% | 5% | 1% | -19%
- Cc1cc(C)n(CC(C)NC(=O)CCc2nnc(CCc3ccccc3)o2)n1 (stereo not drawn)
→ 2% | 6% | -3% | -20% | 1% | 5% | -3% | -1%
- OC[C@@H]1[C@@H](c2ccc(F)cc2)C(c2ccccc2)=NN1c1ccccc1
→ 16µM*[quencher] | ? | 13%[81.3 µM] | . | ? | . | ? | .
- O=C(NCc1ccccc1Cl)c1nnc(Cc2ccc(Cl)cc2)o1
→ 1% | . | -6% | . | 1% | . | . | 16%[76.3 µM]
- Cc1nn(-c2ccccc2)c2sc(C(=O)NNC(=O)COc3cccc4ccccc34)cc12
→ -23% | 4% | -1% | -53%[inhibitor] | -14% | 8% | -2% | 8%
- COc1ccc(N(C)S(=O)(=O)c2c(C)[nH]c(=O)[nH]c2=O)c(OC)c1
→ -5% | 3% | -1% | -13% | -10% | -5% | -2% | -12%
- CC(=O)Nc1ccc(S(=O)(=O)N2CCSC2c2ccccc2)cc1 (stereo not drawn)
→ 3% | 8% | -2% | 2%[10 µM] | 4% | -3% | -1% | -7%
- CCN(CC)c1ccc(-n2c(C)c(C(C)=O)c(C(C)=O)c2C)cc1
→ -12% | 2% | -1% | -8%[0.074 µM] | ? | -5% | 8% | 1%
- CCC(C)(C)c1ccc(OCC(=O)N(C)C)c(C(C)(C)CC)c1
→ -7% | 5% | -1% | ? | -16% | -24% | -1% | -15%
- Nc1nonc1-c1nc2ccccc2n1Cc1ccc(Cl)cc1
→ -1% | 8% | -8% | -1% | -3% | -2% | 1% | -17%
- CCN(CCn1cccn1)C(=O)CC1C(=O)NCCN1Cc1cccc(OC)c1OC (stereo not drawn)
→ 3% | -11% | 12% | 6%[10 µM] | 8% | -2% | 0% | -5%
- O=C(Nc1ccc(O)cc1)c1ccc(C(=O)c2ccccc2)o1
→ -15% | -1% | 7% | -23%[0.074 µM] | ? | -7% | -2% | -4%
- CCOc1ccc(NC(=O)CN2C(=O)COc3ccc(S(=O)(=O)NC4CCCC4)cc32)cc1
→ -10% | . | -8% | . | 8% | . | . | 8%[76.3 µM]
- COC(=O)c1ccc(C2c3c(oc4ccccc4c3=O)C(=O)N2c2nc(C)c(C(=O)OC)s2)cc1 (stereo not drawn)
→ -13% | . | -5% | . | -4% | . | . | 18%[76.3 µM]
- CC(=O)Nc1nnc(SCc2ccccc2F)s1
→ -7% | -1% | 7% | 15% | -4% | -1% | -10% | 6%
- CCOC(=O)c1c(C)n(C)c2ccc(OCC(O)Cn3nc(C)c(Br)c3C)cc12 (stereo not drawn)
→ -15% | 19% | 5% | 7%[0.074 µM] | ? | -14% | -1% | -13%
- COc1cc(/C=C(/NC(C)=O)C(=O)O)cc(Cl)c1OCc1ccc(Br)cc1
→ -8% | -10% | 2% | -3%[10 µM] | -13% | . | 4% | 8%
- Cc1cc(C(C)(C)C)cc(C)c1S(=O)(=O)N1CC(=O)Nc2ccccc21
→ -15% | 1% | 5% | -4%[10 µM] | -4% | . | -5% | -14%
- Cc1ccc(-c2nnc(NCc3ccccc3)c3ccccc23)cc1
→ -1% | -11% | -4% | -11%[10 µM] | 5% | -13% | -5% | 11%
- COc1ccc(NC(=S)N(CCCN2CCCCC2)Cc2cccs2)cc1
→ -7% | -12% | -11% | 1%[10 µM] | -8% | -4% | -4% | 3%
- Cc1cc2cc(CCNC(=O)c3ccc(S(=O)(=O)N4CCOCC4)cc3)c(=O)[nH]c2cc1C
→ -10% | -3% | -6% | -10% | -1% | ? | -6% | -9%
- CCCOc1ccc(CCC(=O)N/N=C/c2ccncc2)cc1
→ -19% | 2% | -6% | 12%[10 µM] | -19% | . | -2% | -4%
- Fc1ccc(NC(=S)NCc2ccccn2)cc1
→ -3% | -2% | -3% | 2% | -2% | 4% | -8% | -8%
- CCOc1ccc(-c2nnc3sc(COc4ccc(Cl)cc4)nn23)cc1
→ 3% | 3% | -6% | -25% | -3% | 3% | 0% | 6%
